Assay outcomes as filed in PubChem BioAssay.
Kir21 block = inhibitors of mouse Kir2.1 inward-rectifier potassium channel; P35561; HEK293-Kir2.1, FluxOR thallium flux fluorescence; hits give low values; B-score at 10 µM; actives 0.85% (n = 310,000);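 active = fluorescence ratio B-score at or below minus 3 SD of library scores, with starting-brightness B-score within 2 SD, cut at about -4.2 in these data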;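 note: channel flux triggered by added potassium and thallium sulfate stimulus; B-score of peak minus minimum fluorescence over baseline after thallium stimulus; more negative B-score means stronger Kir2.1 block with less thallium influx; some compounds called inactive have numbers as strong as hits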
Target sequence (P35561 whole entry, looked up): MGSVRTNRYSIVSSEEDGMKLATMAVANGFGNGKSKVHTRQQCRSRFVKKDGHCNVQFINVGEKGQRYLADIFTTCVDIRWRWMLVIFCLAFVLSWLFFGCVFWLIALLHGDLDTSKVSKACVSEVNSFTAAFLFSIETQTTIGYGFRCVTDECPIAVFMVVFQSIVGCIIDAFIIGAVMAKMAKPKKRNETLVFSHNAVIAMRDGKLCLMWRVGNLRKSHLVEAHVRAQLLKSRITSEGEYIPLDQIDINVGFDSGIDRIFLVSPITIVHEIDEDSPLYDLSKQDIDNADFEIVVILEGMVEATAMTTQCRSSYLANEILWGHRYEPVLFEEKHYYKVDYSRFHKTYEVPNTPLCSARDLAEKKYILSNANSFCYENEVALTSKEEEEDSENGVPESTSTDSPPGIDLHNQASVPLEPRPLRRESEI
STK33 inh = human STK33 kinase inhibition. actives 0.073% (n = 320,000). inhibition, % at 10 µM. AID 2661. purified STK33, MBP phosphorylation, ADP-Glo luminescence;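 active = inhibition at or above 25%, using the most active replicate where run in duplicate; inactive = inhibition below 25%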
Target sequence (Q9BYT3 whole entry, looked up): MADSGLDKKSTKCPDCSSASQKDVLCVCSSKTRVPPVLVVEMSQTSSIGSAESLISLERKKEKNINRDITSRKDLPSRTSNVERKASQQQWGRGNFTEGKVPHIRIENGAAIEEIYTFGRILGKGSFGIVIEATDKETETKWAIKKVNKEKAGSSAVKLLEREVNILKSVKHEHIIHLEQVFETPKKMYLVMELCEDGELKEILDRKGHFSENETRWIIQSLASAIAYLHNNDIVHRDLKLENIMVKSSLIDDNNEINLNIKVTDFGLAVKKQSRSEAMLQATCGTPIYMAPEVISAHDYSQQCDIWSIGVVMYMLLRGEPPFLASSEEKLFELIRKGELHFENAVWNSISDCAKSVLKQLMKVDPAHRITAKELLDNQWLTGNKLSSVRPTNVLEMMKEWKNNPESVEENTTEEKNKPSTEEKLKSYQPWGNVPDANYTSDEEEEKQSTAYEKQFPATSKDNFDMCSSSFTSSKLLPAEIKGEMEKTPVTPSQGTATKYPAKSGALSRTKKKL
The depositor's hits bear a star; . = not tested or not shown.

Sequence of screens: Kir21 block	STK33 inh
Cc1ccc(NC(=O)Cn2nnc(C(=O)NCc3cccs3)c2N)cc1F
    0.74	-0.3
CC1CCN(C(=O)COC(=O)c2ccccc2NC(=O)c2ccco2)CC1
    1.1	0.7
C=CCNC(=O)CSc1ccc(Cl)cc1
    0.07	-0.8
O=C(COC(=O)CNC(=O)c1cccc([N+](=O)[O-])c1)Nc1nc2ccccc2s1
    1.4	-0.5
Cc1ccc(/C=N/NC(=O)c2cc(-c3ccncc3)nc3ccccc23)o1
    2.8	.
COc1cc(S(=O)(=O)N2CCC(N3CCCCC3)CC2)ccc1-n1cnnn1
    -2.1	.
COC(=O)Cn1c(C)nc2c(sc3nc(C)cc(C)c32)c1=O
    0.02	-0.7
Cc1ccc(C2=NOC(C)(c3nnc(-c4ccc(Cl)cc4)o3)C2)cc1 (stereo not given)
    0.8	0.4
O=C(CSc1nnc(C2CC2)n1-c1ccccc1)NCc1ccco1
    0.45	2.1
O=C(CC1C(=O)NCCN1Cc1ccccn1)NCCc1ccccc1F (stereo not given)
    0.44	1.2
N#Cc1cccc(NC(=O)Cn2cnc(S(=O)(=O)N3CCCCC3)c2)c1
    -2.5	0.4
CC12CCC(C(=Nc3ccc(N=C4C(=O)C5(C)CCC4C5(C)C)cc3)C1=O)C2(C)C
    0.74	1.4
Cc1cccc(NC(=O)CCS(=O)(=O)c2cccc3nonc23)c1C
    -0.84	-0.7
CN1C(=O)CC(Sc2ncccc2C(=O)O)C1=O (stereo not given)
    0	-0.9
O=c1c(Cc2ccc(Cl)cc2Cl)c(O)ccn1Cc1ccncc1
    0.54	-1.1
Cc1cccc(/C=C(\C#N)C(=O)Nc2ccccn2)c1
    -0.1	-1.1
CCC1(CC)Cc2ccccc2-c2[nH]c(=S)[nH]c(=O)c21
    -1.7	-0.5
CCOc1ccc(N2C(=O)C3=C(C(c4ccc(Cl)cc4)=NCCN3)C2c2cccnc2)cc1 (stereo not given)
    0.22	-0.2
CN(c1cccc2cccnc12)S(=O)(=O)c1ccccc1
    -1.9	-0.6
COC(=O)c1nn(-c2ccccc2)c(=O)cc1Oc1ccc(Cl)cc1
    1.7	-1.3
CCN(CC)c1ccc(N2C(=O)CSC2=S)cc1
    0.5	-1.0
CCOC(=O)Cn1cc(C(=O)c2cccs2)c2ccccc21
    -0.97	0.1
CC1=C(C(=O)OCC2CCCO2)C(c2ccccc2Cl)NC(=O)N1 (stereo not given)
    -0.83	0.2
COc1ccc(CNC(=O)C(=O)NCC2OCCN2S(=O)(=O)c2ccc(F)cc2)cc1 (stereo not given)
    -0.01	-3.4
CCOc1cc(C=O)ccc1OCC(=O)N1CCCC1
    0.38	-3.9
Oc1cc(Br)ccc1C=Nc1ccc(N2CCCCC2)cc1
    -0.33	-1.0
CCN1C(=O)[C@H]2[C@@H](c3ccc(C)cc3)N3C(=O)N(c4ccc(C)cc4)C(=O)[C@@]3(C)[C@H]2C1=O
    -1.6	1.1
Cc1ccc(S(=O)(=O)N2[C@@H](c3ccccc3F)C(C(=O)O)=CC[C@H]2c2cccc(C)c2)cc1
    .	-1.5
COc1ccc(CC2(CO)CCN(Cc3cnn(C)c3)CC2)cc1
    1.6	.
CCOC(=O)COc1nc(-c2ccccc2)cc(-c2ccco2)c1C#N
    0.63	-0.3
O=C(CCN=C1NS(=O)(=O)c2ccccc21)OCc1ccccc1
    0.98	.
COc1cc(C(=S)N2CCOCC2)ccc1OS(=O)(=O)c1ccc(NC(C)=O)cc1
    -0.86	-0.3
Cc1c(C#N)c2ccccc2n1C
    -1.4	9.5
CCSCCOC(=O)C1=C(C)NC(=O)NC1c1ccc2c(c1)OCO2 (stereo not given)
    0.94	0.2
COc1ccc(NC(=O)c2nc[nH]c2C(=O)NCC(=O)OC(C)(C)C)cc1
    0.62	0.4
COc1cccc(NC(=O)Cc2csc(NC(=O)Nc3ccccc3OC)n2)c1
    -0.57	.
COc1ccc(NS(=O)(=O)c2cccc(C(=O)N3CCN(Cc4cc(OC)ccc4OC)CC3)c2)cc1
    -1.5	-1.2
O=C(c1ccc([N+](=O)[O-])cc1)N1CCSC1c1ccccc1 (stereo not given)
    -3	-2.6
COc1ccc(C(=O)COC(=O)CCN=C2NS(=O)(=O)c3ccccc32)c(OC)c1
    0	-2.4
CCOC(=O)N1CCN(CC(=O)Nc2c(C(=O)OC)[nH]c3ccccc23)CC1
    0.38	-0.4
CC(NC(=O)Cn1cnc([N+](=O)[O-])n1)c1ccccc1 (stereo not given)
    0.05	-0.3
CN(Cc1c(C(=O)N/N=C/c2cccc(F)c2)nnn1-c1nonc1N)C1CCCCC1
    0.49	0.1
CCOc1ccc(OCC(=O)N2CCC3(CC2)CC(=O)c2ccccc2O3)cc1
    1.7	-1.2
COc1ccc(C2=CC3=C(Br)C(=O)C(C)(OC(=O)c4cccs4)C(=O)C3=CO2)cc1 (stereo not given)
    -0.04	0.6
Cc1ccc(N2CCN(S(=O)(=O)N3CCCCCC3)CC2)cc1Cl
    0.67	-2.1
CCOC(=O)C1(CC)NC(c2ccc(OC)c(OC)c2)C2C(=O)N(c3cccc(C(C)=O)c3)C(=O)C21 (stereo not given)
    0	0.4
CCc1nnc(NC(=O)CSc2nnc(C3CCCCC3)n2-c2cccc(Cl)c2)s1
    0.02	1.5
O=C(O)Cn1c(O)c(C2=c3ccccc3=NC2=O)sc1=O
    0.47	-2.7
NC(=O)C1CCN(C(=O)CCSc2ccc(Cl)cc2)CC1
    2.7	-1.1
CCOc1ccc(CCNC(=O)C2CC(=O)N(c3ccc4c(c3)OCCO4)C2)cc1OCC (stereo not given)
    0.76	-1.7

Continuation.
Sequence of screens: Kir21 block	STK33 inh
Cc1c(NC(=O)c2nn3c(C(F)(F)F)cc(-c4ccccc4)nc3c2Cl)c(=O)n(-c2ccccc2)n1C
    -1.3	-0.5
CCc1sc(C(=O)N2CCN(CC(=O)Nc3cccc(F)c3)CC2)cc1C
    .	-0.5
O=S(=O)(Nc1ccc(-n2cccc2)cc1)c1ccc(Cl)cc1Cl
    0.63	1.0
CN(CC(=O)Nc1ccc(F)cc1)C(=O)COC(=O)CNC(=O)c1ccc(Cl)cc1Cl
    -0.05	-1.5
CCc1nc(SCC(=O)N2CCCCCC2)c2c(=O)n(C)c(=O)n(C)c2n1
    -0.04	-1.1
Cn1c(Cl)c(/C=N/OC(=O)C(C)(C)C)c2ccccc21
    -1.9	-0.4
COc1cc(C(C)=O)ccc1OC(C)C(=O)Nc1ccc(S(=O)(=O)N2CCCC2)cc1 (stereo not given)
    .	-1.2
COc1ccc(CNC(=O)CCS(=O)(=O)c2cccc3nonc23)cc1
    .	-2.0
C=CCOc1ccc(C(=O)NC2CCCCC2)cc1
    -0.1	-1.0
COCCSc1ccccc1C(=O)Nc1ccc(Br)cc1
    0.88	-0.7
COCCCN(C)C1CCN(C(=O)Nc2ccc(F)cc2)CC1
    -0.13	1.0
O=C(CCN1CCOCC1)NC1CCCN(Cc2ccccc2F)C1 (stereo not given)
    0.64	-2.2
CCOc1ccc(NC(=O)c2ccco2)cc1S(=O)(=O)N1CCCC1
    .	0.0
CN(C(=O)CC1C(=O)NCCN1Cc1cccc(F)c1F)C1CCOCC1 (stereo not given)
    -0.35	-0.8
CCCCC(CC)C1OCC(CN2CCCCC2)O1 (stereo not given)
    -0.02	0.3
CCOC(=O)c1c(NC(=O)Cc2cccs2)sc(C(=O)N2CCCCC2)c1C
    0.97	-0.2
CCOc1ccc(C(=O)NCC(=O)N2CCC3CCCCC3C2)cc1OCC (stereo not given)
    -0.52	0.0
CN(C)CCCN(C(=O)CCS(=O)(=O)c1ccccc1)c1nc2cc3c(cc2s1)OCO3
    -1.5	0.3
Cc1ccc(C(=O)NC(C(=O)NC2CCCC2)c2ccccc2)cc1 (stereo not given)
    -1.7	-1.2
CCc1ccc2[nH]c(O)c(N=NC3=NC(=O)CS3)c2c1
    -1.1	1.6
CCS(=O)(=O)c1nc(S(=O)(=O)c2ccc(Cl)cc2)c(N2CCCC2)s1
    0.22	8.4
OCCCNCc1ccc(N(c2ccccc2)c2ccccc2)cc1
    -12*	1.3
COc1ccc(N2CCN(C(=O)C3(C)CC3(Cl)Cl)CC2)cc1 (stereo not given)
    -0.4	-0.5
CC1(C)CC2CC(C)(CN2C(=O)C23CCC(C)(C(=O)O2)C3(C)C)C1 (stereo not given)
    -1.7	-0.9
CC(C)CCN1C(=O)CC(NNC(=O)c2ccc(S(=O)(=O)N3CCCC3)cc2)C1=O (stereo not given)
    0.24	1.5
O=C(Nc1cc(Cl)ccc1N1CCOCC1)c1cnccn1
    -1.1	-0.4
CC1(C)CC[C@@]2(C(=O)O)C(C1)C1=CCC3[C@@]4(C)CC[C@H](O)C(C)(C)C4CC[C@@]3(C)[C@]1(C)C[C@H]2O (stereo not given in full)
    .	-0.6
O=C(COc1ccccc1F)NC1CCN(Cc2ccccc2)CC1
    0.08	-5.9
Cn1nnnc1SC(C(=O)Nc1cccc(C(F)(F)F)c1)c1ccccc1 (stereo not given)
    0.11	.
COc1ccc(CNC(=O)c2csc3c2CCCC3)cc1
    .	-0.2

A draw from above in order of formula weight, largest number first.
Sequence of screens: Kir21 block	STK33 inh
CC(C)CCN1C(=O)CC(NNC(=O)c2ccc(S(=O)(=O)N3CCCC3)cc2)C1=O (stereo not given)
    0.24	1.5
COc1ccc(N2CCN(C(=O)C3(C)CC3(Cl)Cl)CC2)cc1 (stereo not given)
    -0.4	-0.5
O=C(Nc1cc(Cl)ccc1N1CCOCC1)c1cnccn1
    -1.1	-0.4

The listing continues.
Sequence of screens: Kir21 block	STK33 inh
Cc1ccc(F)c(NC(=O)c2cncn2-c2ccccc2)c1
    0.96	-1.5
O=C(NNS(=O)(=O)c1cccc(Cl)c1)c1cc(-c2ccc(F)cc2)nc2ccccc12
    0.66	-0.9
CCOC(=O)c1cc2sc(C)cc2n1CC(=O)NCCc1ccccc1
    -0.9	-0.6
CC(CCc1ccccc1)NC(=O)C1CC1 (stereo not given)
    0.57	-3.6
Cc1ccc(C)c(-c2cc(C(=O)N/N=C/c3cccnc3)c3ccccc3n2)c1
    -1.2	0.6
COc1ccccc1CCC(=O)Nc1ccc(OC)c(S(=O)(=O)N2CCCCC2)c1
    .	-1.4
O=C1N(Cc2cccnc2)C[C@@H]2C[C@@H](c3ccccc3C#Cc3ccccc3)N3CCC[C@@]123
    -1.3	-1.6
O=c1c2c(nc3nc(NCc4ccccc4Cl)[nH]n13)CCC2
    1.2	-1.6
CCc1sc(C(=O)NCc2ccco2)cc1C
    -1.8	-2.0
O=C1CCCc2c1cc(C(=O)NC1CCSC1=O)c(=O)n2-c1ccccc1 (stereo not given)
    -0.38	-1.1
COc1cc(CNc2ccc3[nH]c(=O)[nH]c3c2)ccc1OCc1cccc(C)c1
    0.75	-4.0
CCOC(=O)NN1C(=O)c2ccccc2NC1c1ccccc1F (stereo not given)
    1.6	-0.8
CC(=O)Nc1ccc2nc3ccccc3nc2c1
    0.02	4.3
Cc1cc[n+](CC(=O)c2ccc(NC(=O)c3ccccc3)cc2)c2ccccc12
    0.02	1.8
Cc1cc2[nH]c(=O)c(=O)[nH]c2cc1S(=O)(=O)Nc1cccc(C)c1C
    0.55	-1.1
Nc1nnc(SCC(=O)OCC(=O)Nc2ccccc2)s1
    0.3	0.4
O=C(Nc1ccc(F)cc1F)c1sccc1SCc1cccc(C(F)(F)F)c1
    -1.7	-0.8
CCOC(=O)c1c(C)c(C(=O)NCc2ccco2)c(C)n1C
    0.34	-8.7
CSc1nc(-c2ccccc2)nc(C(C)C)n1
    .	-0.6
CCOc1ccc(C(=O)O)cc1OC
    0.1	-1.8

Next section, starting with the last seven of the part before.
Sequence of screens: Kir21 block	STK33 inh
Cc1cc[n+](CC(=O)c2ccc(NC(=O)c3ccccc3)cc2)c2ccccc12
    0.02	1.8
Cc1cc2[nH]c(=O)c(=O)[nH]c2cc1S(=O)(=O)Nc1cccc(C)c1C
    0.55	-1.1
Nc1nnc(SCC(=O)OCC(=O)Nc2ccccc2)s1
    0.3	0.4
O=C(Nc1ccc(F)cc1F)c1sccc1SCc1cccc(C(F)(F)F)c1
    -1.7	-0.8
CCOC(=O)c1c(C)c(C(=O)NCc2ccco2)c(C)n1C
    0.34	-8.7
CSc1nc(-c2ccccc2)nc(C(C)C)n1
    .	-0.6
CCOc1ccc(C(=O)O)cc1OC
    0.1	-1.8
Cn1c(SCC(=O)NCc2cccs2)nnc1-c1ccc(O)cc1
    -0.51	-1.8
COC(=O)[C@H](C(C)C)n1c(C)c(C(C)=O)c(C(C)=O)c1C
    -1.5	-0.9
CC1(C)NC(=O)N(CCOCCOc2ccccc2)C1=O
    -0.34	-2.3
O=C(O)/C(=C/c1ccco1)NC(=O)c1ccccc1
    -0.78	-2.8
Cn1cc(C(CC(=O)O)C(=O)O)c2ccccc21 (stereo not given)
    1.2	-3.2
CCNc1c([N+](=O)[O-])ncn1C
    0.54	.
COc1ccccc1C(=O)COC(=O)CCN=C1NS(=O)(=O)c2ccccc21
    1.8	1.2
COc1ccc(NC(=O)CSc2nnc(C)n2Cc2ccccc2)cc1
    -0.13	-0.8
O=C(Nc1nc(-c2ccccc2)c(C(=O)c2ccccc2)s1)c1ccc(S(=O)(=O)N2CCCC2)cc1
    -0.69	0.5
CN1CCN(CCOCCOc2c(Cl)cc(Cl)cc2Cl)CC1
    -1.9	-1.1
Cc1cc(S(=O)(=O)N2CCCOC2CNC(=O)C(=O)NCc2cccs2)ccc1F (stereo not given)
    0	-0.6
Cc1ccc(S(=O)(=O)NCCC(=O)NNC(=O)c2ccccc2O)cc1C
    0.03	-0.1
COCCCN1CN(S(=O)(=O)c2cccs2)c2nc3ccccc3nc21
    -0.37	-1.9
